PLAP inhibition: PLAP enzyme inhibitors, biochemical, luminescence, HTS (AID 690); 0.08% of 96,000 active; purified PLAP, luminescent substrate; higher % means a stronger effect; inhibition, % at 20 µM, or IC50 in µM where a hit was titrated; in the data active = a potency from the dose series; inactive = the rest, 99 in 100 with inhibition below about 30%; also: strong numbers were not always called active
NFkB transloc inh: blocks IL-1B driven NFkB nuclear translocation in HUVEC cells | HUVEC IL-1B NFkB p65 nuclear translocation imaging | inhibition, % at 2 µM | 0.43% of 94,000 active;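 active = inhibition above about 30% together with a positive call from visual inspection of the well image, limit read from the data; inconclusive = inhibition above a set limit but visual check negative; inactive = inhibition not above a set limit, visual check negative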;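 also: nuclear over cytoplasmic p65 intensity ratio measured by imaging; 0% = IL-1B stimulated DMSO wells and 100% = unstimulated DMSO wells; values of inactives mirror those of a sister screen read the other way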
Bcl-B TR3 displacers: displacers of TR3 peptide from Bcl-B, primary screen, selectivity assay for Bfl-1 inhibitor project, biochemical, fluorescence polarization. AID 748. one-dose displacement, % at 20 µM; IC50 in µM for titrated hits. 0.11% of 96,000 active. FP displacement of FITC-TR3 peptide from Bcl-B; higher % means a stronger effect;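 active = displacement above 50% at 20 µM plus a fluorescence interference ratio under 1.5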;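 also: plate controls were wells without compound for no effect and wells lacking Bcl-B protein for full effect; a part of the inactive calls stands beside numbers as strong as those of hits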
IL1B NFkB pot: enhances IL-1B driven NFkB nuclear translocation; HUVEC IL-1B NFkB p65 nuclear translocation imaging; activation, % at 2 µM; 0.3% of 94,000 active; AID 819;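 active = activation above 40%, about the mean plus 3 SD, also judged a hit on visual image review; inconclusive = activation above 40% but not a hit on visual review; inactive = activation not above 40% and no visual hit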;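 also: percent activation is computed from the nuclear over cytoplasmic p65 intensity ratio; values of inactives mirror those of a sister screen read the other way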
MRP resist rev: MRP-mediated drug resistance reversal; 0.04% of 85,000 active; differential viability (reversal), % at 10 µM; H69AR cells + 2 uM doxorubicin, CellTiter-Glo, 72 h;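 active = viability drop by adding the cancer drug above about 55%, with treated viability meeting a 40% cutoff, limit read from the data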;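 also: viability without doxorubicin minus viability with 2 µM doxorubicin for each compound; larger differential means the compound sensitizes cells more to doxorubicin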
MRP resist rev cytotoxicity: recorded beside MRP resist rev, whose call it bears; viability, %; H69AR cells, CellTiter-Glo, 72 h; measured here: cytotoxicity without doxorubicin
MRP resist rev with doxorubicin: further read-out of MRP resist rev, marked with its call; viability, %; measured here: viability with 2 uM doxorubicin; active compounds read low
NFkB transloc inh cell count 2 µM: further read-out of NFkB transloc inh, marked with its call; cell count; measured here: cells passing quality filter;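 raw number of nuclei counted in each imaged well without normalization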
IL1B NFkB pot cell count 2 µM: recorded beside IL1B NFkB pot, whose call it bears; cell count; measured here: cells passing quality filter
Starred values were filed as active, the others as inactive; u = inconclusive; x = not tested or not shown.

A first look, 10 compounds:
item	Compound	PLAP inhibition	NFkB transloc inh	NFkB transloc inh cell count 2 µM	Bcl-B TR3 displacers	IL1B NFkB pot	IL1B NFkB pot cell count 2 µM	MRP resist rev	MRP resist rev cytotoxicity	MRP resist rev with doxorubicin
1	CCOC(=O)c1c(C)[nH]c(C(=O)NCc2ccccc2OC)c1C	-5%	x	x	-22%	x	x	7	86	79
2	C=C(C)Cn1c(Sc2nnc(C)s2)nc2c1c(=O)[nH]c(=O)n2C	2%	5	177	-1%	-5	177	1	94	93
3	CC(C)CCNc1nc(N2CCCC2)c2c(c1C#N)CCN(C)C2	-37%	x	x	29%	x	x	1	2	1
4	CC(C)CCNC(=O)C(c1cccs1)N(CC1CCCO1)C(=O)Cn1nnc2ccccc21 (centres undefined)	7%	99*	14*	-15%	-99	14	-3	86	89
5	COc1ccc(C2=CC(c3ccc(OC)c(OC)c3)n3nnnc3N2)c(OC)c1 (centres undefined)	-59%	4	99	10%	-4	99	-13	28	41
6	COc1ccc(C(=O)N2CCN(c3ccc(C)cc3C)CC2)cc1OC	-54%	x	x	3%	x	x	11	103	92
7	OC(COCc1cccs1)CN1CCCCCC1 (centres undefined)	-62%	-5	207	8%	5	207	7	94	88
8	Clc1ccc(Cn2nnc(-c3ccccc3)n2)cc1	x	4	105	x	-4	105	3	100	97
9	C=CCNC(=O)c1cccc(C(F)(F)F)c1	-11%	3	75	-5%	-3	75	x	x	x
10	COc1cc2c(cc1OC)C(c1cccs1)CC(=O)N2 (centres undefined)	10%	6	52	-5%	-6	52	20	90	70

The list itself, from the first entry:
item	Compound	PLAP inhibition	NFkB transloc inh	NFkB transloc inh cell count 2 µM	Bcl-B TR3 displacers	IL1B NFkB pot	IL1B NFkB pot cell count 2 µM	MRP resist rev	MRP resist rev cytotoxicity	MRP resist rev with doxorubicin
1	CCOC(=O)c1c(C)[nH]c(C(=O)NCc2ccccc2OC)c1C	-5%	x	x	-22%	x	x	7	86	79
2	C=C(C)Cn1c(Sc2nnc(C)s2)nc2c1c(=O)[nH]c(=O)n2C	2%	5	177	-1%	-5	177	1	94	93
3	CC(C)CCNc1nc(N2CCCC2)c2c(c1C#N)CCN(C)C2	-37%	x	x	29%	x	x	1	2	1
4	CC(C)CCNC(=O)C(c1cccs1)N(CC1CCCO1)C(=O)Cn1nnc2ccccc21 (centres undefined)	7%	99*	14*	-15%	-99	14	-3	86	89
5	COc1ccc(C2=CC(c3ccc(OC)c(OC)c3)n3nnnc3N2)c(OC)c1 (centres undefined)	-59%	4	99	10%	-4	99	-13	28	41
6	COc1ccc(C(=O)N2CCN(c3ccc(C)cc3C)CC2)cc1OC	-54%	x	x	3%	x	x	11	103	92
7	OC(COCc1cccs1)CN1CCCCCC1 (centres undefined)	-62%	-5	207	8%	5	207	7	94	88
8	Clc1ccc(Cn2nnc(-c3ccccc3)n2)cc1	x	4	105	x	-4	105	3	100	97
9	C=CCNC(=O)c1cccc(C(F)(F)F)c1	-11%	3	75	-5%	-3	75	x	x	x
10	COc1cc2c(cc1OC)C(c1cccs1)CC(=O)N2 (centres undefined)	10%	6	52	-5%	-6	52	20	90	70
11	CCCc1cc(=O)[nH]c(SCC(=O)c2c(N)n(C)c(=O)n(C)c2=O)n1	0%	4	135	1%	-4	135	-11	98	109
12	Cc1ncoc1C(=O)Nc1cccc(Cl)c1C	-12%	-6	78	-3%	6	78	8	93	85

Reformatted with one line to a screen: part of the list above.
10. COc1cc2c(cc1OC)C(c1cccs1)CC(=O)N2 (centres undefined)
3. CC(C)CCNc1nc(N2CCCC2)c2c(c1C#N)CCN(C)C2
Compound | 10 | 3
PLAP inhibition | 10% | -37%
NFkB transloc inh | 6 | x
NFkB transloc inh cell count 2 µM | 52 | x
Bcl-B TR3 displacers | -5% | 29%
IL1B NFkB pot | -6 | x
IL1B NFkB pot cell count 2 µM | 52 | x
MRP resist rev | 20 | 1
MRP resist rev cytotoxicity | 90 | 2
MRP resist rev with doxorubicin | 70 | 1

Following part.
item	Compound	PLAP inhibition	NFkB transloc inh	NFkB transloc inh cell count 2 µM	Bcl-B TR3 displacers	IL1B NFkB pot	IL1B NFkB pot cell count 2 µM	MRP resist rev	MRP resist rev cytotoxicity	MRP resist rev with doxorubicin
13	Cc1nn(C)c(Oc2ccccc2)c1[N+](=O)[O-]	1%	7	147	-2%	-7	147	x	x	x
14	Cc1ccc(CNC(=O)CCCNS(=O)(=O)c2cccc3nonc23)cc1	3%	x	x	-6%	x	x	15	96	81
15	Cn1c(=O)c(C(=S)NC(=O)C2CC2)c(N)n(Cc2ccccc2)c1=O	-52%	1	164	-9%	-1	164	-21	45	66
16	COC(=O)c1cn(CC(=O)NC2CCCCCC2)c2ccccc12	x	8	70	x	-8	70	-26	73	99
17	O=C(c1c[nH]c2ccc(S(=O)(=O)N3CCC4(CC3)OCCO4)cc2c1=O)N1CCOCC1	-15%	-2	140	-6%	1	140	10	103	93
18	Cc1nn(C(C)(C)C)c(OC(=O)c2cccs2)c1S(=O)(=O)c1ccccc1	-24%	-1	154	-5%	1	154	-12	74	86
19	COc1ccc(OC)c(-c2cc(C(=O)NCCN3CCOCC3)no2)c1	-12%	0	128	-15%	0	128	3	86	83
20	COc1nc(N)nc(NC23CC4CC(CC(C4)C2)C3)n1	15%	-21	124	-6%	21	124	7	92	85
21	COc1ccc(OC)c(-n2c(-c3cc(-c4ccc(F)cc4)n[nH]3)n[nH]c2=S)c1	-105%	0	92	17%	0	92	x	x	x
22	CC(C)OCCCNC(=O)NC12CC3CC(CC(C3)C1)C2	-14%	-1	84	-2%	1	84	-4	90	94
23	CC(=O)Nc1ccc(S(=O)(=O)NC(CC(=O)NC2CCCCC2C)C(C)C)cc1 (centres undefined)	2%	-2	153	-2%	2	153	2	98	95
24	CCN(CC)CCN1C(=O)c2oc3ccccc3c(=O)c2C1c1cccc(Br)c1 (centres undefined)	-64%	-13	180	2%	13	180	-29	37	67
25	Cn1c(=O)[nH]c(=O)c2c1nc(Br)n2CCSc1nnnn1-c1ccccc1	x	5	143	-9%	-5	143	2	79	77
26	COc1ccc(-n2ncc3c(NC(C)C)ncnc32)cc1	13%	-41	94	0%	u	x	x	x	x
27	O=C(Nc1nccs1)c1cccc(S(=O)(=O)N2CCCCC2)c1	-54%	13	67	0%	-13	67	-15	46	61
28	CCSCCOC(=O)C1=C(C)N(C)C(=O)NC1c1cc(OC)ccc1OC (centres undefined)	-74%	x	x	0%	x	x	-3	94	98
29	O=C(Nc1ccccc1)N1CCN(Cc2ccccc2)CC1	-8%	-9	153	9%	9	153	x	x	x
30	Cc1ccc(C2NS(=O)(=O)N=C2N)cc1 (centres undefined)	15%	6	163	-5%	-6	163	4	103	99
31	CN(C(=O)c1ccccc1)c1nc2ccccc2s1	14%	-13	116	0%	13	116	0	81	82
32	COc1cc(NS(=O)(=O)c2ccc(N/C=C(\C#N)c3nc4ccccc4o3)cc2)nc(OC)n1	-36%	9	150	-16%	-9	150	x	x	x
33	Cc1cc(C)c(C(N)=O)c(SCC(=O)c2ccc(Cl)cc2)n1	4%	2	134	-1%	-2	134	x	x	x
34	O=C(CSc1nc2ccccc2c(=O)n1NC(=O)c1ccccc1)c1ccc(Cl)cc1	-10%	0	140	-12%	0	140	0	89	89
35	COC(=O)c1ccccc1NC(=O)c1sc(N)nc1C	10%	14	124	6%	-14	124	18	95	77
36	CCN(CC)CCN1C(=O)C(=O)/C(=C(/O)c2ccncc2)C1c1ccccc1F (centres undefined)	-32%	-2	172	5%	2	172	-11	84	95
37	CCc1ccc(NC(=O)c2noc3c2CCCCC3)cc1	-3%	x	x	-3%	x	x	6	99	93
38	O=C(NCCN1CCCCCC1)c1ccc(N2CCCC2=O)cc1	14%	3	134	9%	-3	134	0	94	95
39	CC1Cc2ccccc2N1c1nc(C2CC2)nc2c1nnn2Cc1ccccc1 (centres undefined)	x	-23	148	x	23	148	7	84	76
40	CCC(C)S(=O)(=O)c1snnc1C (centres undefined)	22%	-20	171	3%	20	171	13	96	83
41	CSc1nccc(Nc2ccccc2)c1C#N	24%	2	116	14%	-2	116	-6	93	100
42	CCOC(=O)CNC=C(C(=O)OCC)C(=O)OCC	-9%	-7	141	1%	7	141	x	x	x
43	CC1CCc2nc(N)c(C#N)c(-c3ccncc3)c2C1 (centres undefined)	-38%	6	84	-11%	-6	84	x	x	x
44	O[C@@H](CNC[C@H](O)c1ccccc1)c1ccccc1	x	-13	131	x	13	131	1	87	86
45	N#CC1=C(N)N(c2ccc(Br)cc2)C2=C(C(=O)CCC2)C1c1cccnc1 (centres undefined)	1%	x	x	-9%	x	x	59*	83*	24*
46	CC(C(=O)O)C1SC(=O)NC1=O (centres undefined)	-16%	6	156	1%	-6	156	7	100	92
47	CC(=O)[C@H]1[C@@H]2C(=O)N(c3cccc(Cl)c3)C(=O)[C@@H]2[C@H]2c3ccccc3C=CN21	-42%	-12	134	-33%	12	134	24	87	64
48	COCCOC(=O)C1=C(C)Nc2nc(C)nn2C1c1ccccc1 (centres undefined)	-17%	-18	216	-2%	18	216	x	x	x
49	C=CC1C(N2CCOCC2)C(C)(C)S1(=O)=O (centres undefined)	-3%	x	x	1%	x	x	1	91	90
50	O=C(NCCOC(=O)c1ccncc1)c1ccccc1	11%	3	109	10%	-3	109	-4	86	91
51	CCc1nc(SCC(=O)N2CCOCC2)c2c(=O)n(C)c(=O)n(C)c2n1	-32%	10	164	-2%	-10	164	5	87	82
52	CC1=CCC2C(=O)N(c3ccc(C(=O)N4CCCCCC4)cc3)C(=O)C2C1 (centres undefined)	-13%	-12	186	-2%	12	186	-2	89	91
53	Cc1ccc(-c2cn3c(n2)CCCC3)cc1	9%	x	x	-6%	x	x	-6	89	95
54	Brc1ccc2nc3c(n2c1)CCCC3	-20%	x	x	-3%	x	x	8	93	84
55	COc1cccc(-c2noc(CCC(=O)NC3CCCCC3)n2)c1	4%	-8	146	6%	8	146	-2	98	100
56	COC(=O)CCn1nnc(-c2ccc(C(C)C)cc2)n1	-53%	5	126	0%	-5	126	-6	105	111
57	CCOC(=O)c1sc(C)c(C(=O)NCCCN2CCOCC2)c1N	-22%	10	107	-6%	-10	107	-7	91	98
58	COc1ccc(C2CC3CC(c4ccccc4)N2O3)cc1 (centres undefined)	-20%	-8	151	1%	8	151	-8	96	104
59	O=C1CS/C(=C\[N+](=O)[O-])N1c1ccccc1	15%	-8	98	-6%	8	98	x	x	x
60	Clc1ccc(CSc2nnc(NC3=NCCCCC3)s2)cc1	-23%	-4	190	12%	4	190	13	96	83
61	O=c1c2ccccc2nc(SCc2cc(F)cc3c2OCOC3)n1Cc1ccco1	-41%	1	172	-8%	-1	172	x	x	x
62	CC(C)Cn1c(CN2CCCCC2C)nc2c1c(=O)n(C)c(=O)n2C (centres undefined)	2%	-2	47	0%	2	47	10	88	78
63	Cc1ccc(Cc2c(C)nc3c(C(=O)O)cnn3c2C)cc1	x	-34	147	x	34	147	-3	76	79
64	CCC(C)(C)NC(=O)CN(Cc1cccs1)C(=O)CCC(=O)Nc1nccs1	-14%	0	149	-14%	0	149	x	x	x
65	COc1ccc(CCNC(=O)CN(c2ccc(OC)c(OC)c2)S(C)(=O)=O)cc1OC	10%	-6	166	-5%	6	166	-1	92	93
66	COC(=O)c1ccc(OCC(=O)c2ccccc2)cc1	18%	-5	158	9%	5	158	25	103	78
67	CCOC(=O)CSc1nc(-c2ccncc2)ccc1C#N	5%	4	76	-2%	-4	76	10	79	69
68	CCCCOC(=O)Cn1c(=O)n(CC(=O)OCCCC)c2ccccc21	-10%	-3	190	3%	3	190	17	101	84
69	Clc1ccc(SCCn2cncn2)cc1	15%	-2	142	-5%	2	142	4	102	97
70	O=C1CN(C(=O)c2ccccn2)c2ccccc2N1	5%	x	x	2%	x	x	-11	92	103
71	Cn1cccc1Cc1nnc(SCC(=O)Nc2ccc(F)cc2)n1CCc1ccccc1	-56%	x	x	0%	x	x	-21	50	71
72	CSC(=NC#N)N1CCN(c2ccc(Cl)cc2)CC1	26%	-4	164	-5%	4	164	x	x	x

Not all compounds are listed; rates above refer to the full screens.
